HSF1 activator: increases HSF-1 driven luciferase reporter signal. NIH3T3-HGL HSF-1 luciferase reporter, MG132, 8 h; 100% = twice DMSO control signal. activation, % at 9 µM. 1.7% of 300,000 active;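 active means mean replicate activation of at least 50% with a set share of replicates each reaching 50%; inconclusive means only one of those two conditions met; inactive means mean below 50% and too few replicates reaching it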;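 further: 0% = median of the neutral control wells and 100% = twice that signal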
AI-2 QS modul: Vibrio harveyi AI-2 quorum sensing modulation | Vibrio harveyi JMH597 AI-2 luminescence/OD600 ratio, 9 h; active compounds read low; strain lacks LuxN and CqsS sensors; 0 = neutral-control median | AID 2094 | activity change, % at 7.5 µM | 0.4% of 300,000 active; in the data active means activity change below about -75%, passing the limit was not always enough; inconclusive means no clear call, values can overlap the other calls;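 further: luminescence divided by OD600 gain over 9 h not by final OD600 alone; inactives centre near 13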
Dyrk1A ADPGlo: blocks rat Dyrk1A kinase activity | AID 504441 | Q63470 | 0.43% of 310,000 active | inhibition, % at 12.5 µM | ADP-Glo luminescence, NFATc1 peptide; in the data active means inhibition above about 50%;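 further: plate controls were vehicle with enzyme for no effect and no enzyme for full effect; many of its hits are not listed in these tables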
Platelet DG rel: platelet dense granule release activity | human platelet-rich plasma, SFLLRN dense granule ATP release, luminescence | inhibition, %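 (compounds screened at 7.5 µM in platelet-rich plasma)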 | 0.22% of 300,000 active;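 active means mean replicate score, as percent of positive control, at or above 50; inconclusive means mean below 50 but at least one replicate at or above 50; inactive means mean and every replicate below 50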
GSK3B inh: inhibitors of human GSK3beta kinase | GST-GSK3beta kinase, ADP-Glo luminescence, 60 min; active compounds read low | P49841 | activity score (negative = inhibition), % at 10 µM | 0.038% of 300,000 active | AID 2097;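 active means more than half of replicate wells score below -50%, meaning over 50% inhibition versus plate controls; inconclusive means some replicates but at most half score below -50%; inactive means no replicate scores below -50%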;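 further: 0% = median DMSO wells and -100% = median GW8510 positive control wells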
Target sequence (P49841 whole entry, looked up): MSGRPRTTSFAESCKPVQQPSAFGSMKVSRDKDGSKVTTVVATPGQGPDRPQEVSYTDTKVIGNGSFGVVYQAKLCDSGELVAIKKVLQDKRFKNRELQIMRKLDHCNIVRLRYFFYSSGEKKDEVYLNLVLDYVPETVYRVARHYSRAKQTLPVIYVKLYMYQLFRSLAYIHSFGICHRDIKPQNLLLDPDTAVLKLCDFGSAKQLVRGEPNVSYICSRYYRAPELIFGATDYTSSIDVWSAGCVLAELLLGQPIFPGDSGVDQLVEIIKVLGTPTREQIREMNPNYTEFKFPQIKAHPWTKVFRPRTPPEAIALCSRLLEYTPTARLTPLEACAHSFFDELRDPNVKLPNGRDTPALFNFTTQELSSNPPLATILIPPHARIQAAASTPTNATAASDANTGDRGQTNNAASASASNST
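test system = GST-tagged human GSK3beta kinase, cell-free | reagent = 25 µM ATP with peptide substrate | dosing = one dose of 10 µM per compound | schedule = 60 min reaction, RT | detection = luminescent ADP-Glo measurement of ADP formed | control set = DMSO neutral wells and GW8510 at 20 µM as positive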
GSK3 alpha inh: inhibitors of human GSK-3 alpha kinase; ADP-Glo luminescence, 60 min; inhibition, % at 10 µM; 0.1% of 320,000 active; AID 2650;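 in the data active means inhibition above about 50%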;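 further: GST-tagged GSK-3 alpha with peptide substrate and 25 µM ATP; 0% = DMSO neutral wells and 100% = GW8510 positive control wells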
Target sequence (P49840 whole entry, looked up): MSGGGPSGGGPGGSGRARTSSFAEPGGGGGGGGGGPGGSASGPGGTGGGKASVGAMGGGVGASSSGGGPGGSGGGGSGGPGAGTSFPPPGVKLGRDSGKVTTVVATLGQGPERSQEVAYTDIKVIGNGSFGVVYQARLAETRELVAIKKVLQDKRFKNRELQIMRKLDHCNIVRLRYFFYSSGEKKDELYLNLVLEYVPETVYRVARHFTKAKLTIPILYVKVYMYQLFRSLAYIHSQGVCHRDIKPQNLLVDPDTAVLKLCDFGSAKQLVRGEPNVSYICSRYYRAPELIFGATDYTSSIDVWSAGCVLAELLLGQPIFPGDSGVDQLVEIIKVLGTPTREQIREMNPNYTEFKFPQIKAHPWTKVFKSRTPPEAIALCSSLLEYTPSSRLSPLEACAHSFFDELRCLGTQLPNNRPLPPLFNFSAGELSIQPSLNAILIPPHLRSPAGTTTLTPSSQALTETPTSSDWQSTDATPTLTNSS
HSF1 inhib: HSF1 inhibition; AID 2098; 0.77% of 300,000 active; NIH3T3-HGL HSE-luciferase, MG132-induced, luminescence 8 h; active compounds read low; activity change, negative = inhibition, % at 7.5 µM (by protocol);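 active means more than half of replicate wells show activity change below -50%, luminescence cut by over half; inconclusive means some wells, but at most half, below -50%; inactive means no replicate well below -50%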;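 further: luciferase reports HSF-1 transcriptional activity via heat shock element; 0% = median of DMSO wells and -100% = zero luminescence signal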
HDAC3 inh: blocks human histone deacetylase 3. O15379. recombinant HDAC3, fluorogenic peptide/trypsin coupled, fluorescence. inhibition, % at 8.3 µM. 0.15% of 320,000 active; in the data active means inhibition above about 26%, passing the limit was not always enough; inconclusive means no clear call, values can overlap the other calls
HSP90 refold inh: blocks HSP90-mediated luciferase refolding in reticulocyte lysate; 0.91% of 290,000 active; Rabbit reticulocyte lysate, luciferase refolding luminescence, 3 h; inhibition, % at 5.6 µM;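 active means inhibition above the screen-wide mean plus 3 SD, computed separately per campaign, cut at about 16% in these data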;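 further: 0% = DMSO wells and 100% = 60 µM geldanamycin wells; inhibitors lower the luminescence because luciferase stays unfolded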
PolyA inh: blocks polyadenylation in yeast reporter cells | S. cerevisiae SKY197-pL101 polyadenylation reporter, beta-gal luminescence; efflux-impaired pdr1/pdr3 knockout yeast; score 100 = 6 SD above DMSO | calls only at 12 µM | 0.02% of 300,000 active;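 active means lowest replicate activity score at least 50, where 100 means six control SD above control mean; inconclusive means lowest score under 50 but half or more replicates reach 50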;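 further: yeast exposed to compound for 9 h at 30 °C; higher score means more reporter readthrough which indicates perturbed polyadenylation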
Active calls of the source: *. Some of the compounds tested. The share of hits here may be higher or lower than overall.

Cc1cc2cc(CCNC(=O)c3ccc(C)c([N+](=O)[O-])c3)c(=O)[nH]c2cc1C was read as HSF1 activator 23.5, AI-2 QS modul -5.5, Dyrk1A ADPGlo 2.1, Platelet DG rel 7.6, GSK3B inh 2.4, GSK3 alpha inh -0.5, HSF1 inhib 11.7, HDAC3 inh 9.7, HSP90 refold inh 1.3 and PolyA inh inactive.
For COCCN(CC1CCCN(C2Cc3ccccc3C2)C1)C(=O)CCSC (centres undefined) the results were HSF1 activator 5.7, AI-2 QS modul 11.0, Dyrk1A ADPGlo -3.5, Platelet DG rel 4.2, GSK3B inh -2.7, GSK3 alpha inh 1.4, HSF1 inhib 3.1, HDAC3 inh -2.7, HSP90 refold inh 3.3 and PolyA inh inactive.
For CCc1ccc(NC(=O)C2CCCN2C(=O)NC2CCCCC2)cc1 (centres undefined) the results were HSF1 activator 2.5, AI-2 QS modul 19.0, Dyrk1A ADPGlo 3.4, Platelet DG rel -1.8, GSK3B inh -3.1, GSK3 alpha inh -0.8, HSF1 inhib -1.6, HDAC3 inh 0.7, HSP90 refold inh 1.3 and PolyA inh inactive.
Screening Cc1cc(N2CCOCC2)nc(NCc2ccccc2)n1 returned HSF1 activator -6.3, AI-2 QS modul 22.2, Dyrk1A ADPGlo 1.7, Platelet DG rel 0.8, GSK3B inh 0.4, GSK3 alpha inh 0.6, HSF1 inhib -7.8, HDAC3 inh -2.6, HSP90 refold inh -1.5 and PolyA inh inactive.
O=C(Nc1ccccc1N1CCCCC1)c1cccc(F)c1 was read as HSF1 activator 4.4, AI-2 QS modul 39.6, Dyrk1A ADPGlo -1.5, Platelet DG rel -3.4, GSK3B inh 0.9, HSF1 inhib 1.6, HDAC3 inh 6.3, HSP90 refold inh 4.3 and PolyA inh inactive.
Screening O=C(NCCN1CCN(c2ccccc2)CC1)Nc1ccc(Cl)cc1 returned HSF1 activator -10.4, AI-2 QS modul -7.7, Dyrk1A ADPGlo 1.4, Platelet DG rel 2.2, GSK3B inh -2.9, GSK3 alpha inh -1.0, HSF1 inhib -6.3, HDAC3 inh -3.9, HSP90 refold inh 0.0 and PolyA inh inactive.
For COc1ccccc1N1CCN(/N=C/c2cccc(OC)c2O)CC1 the results were HSF1 activator 13.0, AI-2 QS modul 16.9, Dyrk1A ADPGlo 3.7, Platelet DG rel 20.0, GSK3B inh -0.8, GSK3 alpha inh 1.4, HSF1 inhib 18.2, HDAC3 inh -2.9, HSP90 refold inh -0.4 and PolyA inh inactive.
Screening Cc1ccc(C=Nc2cc([N+](=O)[O-])ccc2C)s1 returned HSF1 activator -10.0, AI-2 QS modul 19.1, Dyrk1A ADPGlo -1.1, Platelet DG rel 6.2, GSK3B inh 5.5, GSK3 alpha inh -1.1, HSF1 inhib -0.9, HDAC3 inh -0.5, HSP90 refold inh 0.8 and PolyA inh inactive.
Screening Cc1ccc(NC(=O)N2CCCC2C(=O)NCc2ccc3c(c2)OCO3)cc1 (centres undefined) returned HSF1 activator 4.5, AI-2 QS modul -4.5, Dyrk1A ADPGlo -6.5, Platelet DG rel 1.7, GSK3B inh 5.8, GSK3 alpha inh 0.9, HSF1 inhib -2.9, HDAC3 inh -4.2, HSP90 refold inh 0.5 and PolyA inh inactive.
Screening COc1ccc(C(=O)NCC(C)NC(=O)c2ccc(OC)c(Br)c2)cc1Br (centres undefined) returned HSF1 activator 3.5, AI-2 QS modul 25.7, Platelet DG rel -1.0, GSK3B inh -0.5, GSK3 alpha inh -0.5, HSF1 inhib 1.0, HDAC3 inh inconclusive and PolyA inh inactive.
Screening CCc1nnc(NS(=O)(=O)c2ccc(N=Cc3c(C)[nH]n(-c4ccc(Cl)cc4)c3=O)cc2)s1 returned HSF1 activator -3.3, AI-2 QS modul -1.9, Dyrk1A ADPGlo -1.7, Platelet DG rel -5.2, GSK3B inh 3.5, GSK3 alpha inh -0.2, HSF1 inhib 1.8, HDAC3 inh 12.3, HSP90 refold inh -1.4 and PolyA inh inactive.
`O=C1CCCN2N=C(SCC(=O)Nc3cccc(F)c3)SC2=N1` gave HSF1 activator 10.0, AI-2 QS modul -4.7, Dyrk1A ADPGlo -5.7, Platelet DG rel 2.5, GSK3B inh 0.6, GSK3 alpha inh -0.2, HSF1 inhib 7.7, HDAC3 inh -1.5, HSP90 refold inh -3.7 and PolyA inh inactive.
`Cc1ccc2nc(-c3ccncc3)cc(C(=O)Nc3ccncc3)c2c1` gave HSF1 activator 15.2, AI-2 QS modul 3.2, Dyrk1A ADPGlo -4.8, Platelet DG rel -1.8, GSK3B inh 0.7, GSK3 alpha inh 0.2, HSF1 inhib 1.2, HDAC3 inh -0.2, HSP90 refold inh -2.9 and PolyA inh inactive.
COc1ccccc1N(CC(=O)Nc1ccc2c(c1)OCCO2)S(=O)(=O)c1ccc(C)cc1 was read as HSF1 activator -4.5, AI-2 QS modul 14.6, Dyrk1A ADPGlo 1.9, Platelet DG rel -6.6, GSK3B inh -2.4, GSK3 alpha inh -1.7, HSF1 inhib -14.8, HDAC3 inh 0.1, HSP90 refold inh 4.3 and PolyA inh inactive.
`COc1ccc(NC2=NCCC(=O)N2Cc2cccs2)cc1` gave HSF1 activator 3.7, AI-2 QS modul 16.1, Dyrk1A ADPGlo -0.1, Platelet DG rel 14.1, GSK3B inh -2.8, GSK3 alpha inh -0.3, HSF1 inhib 1.3, HDAC3 inh 0.1, HSP90 refold inh -3.8 and PolyA inh inactive.
CC(C)(CN1CCCC1)NC(=O)C1CCC(=O)N(CCCN2CCOCC2)C1 (centres undefined) was read as HSF1 activator -2.4, AI-2 QS modul -7.4, Dyrk1A ADPGlo -3.8, Platelet DG rel -4.2, GSK3B inh 1.1, GSK3 alpha inh -1.7, HSF1 inhib -8.6, HDAC3 inh 0.7, HSP90 refold inh -2.0 and PolyA inh inactive.
Screening Cc1ccc(C(=O)OC2CCS(=O)(=O)c3sccc32)cc1 (centres undefined) returned HSF1 activator -4.3, AI-2 QS modul 6.8, Dyrk1A ADPGlo 4.1, Platelet DG rel 3.5, GSK3B inh -3.5, GSK3 alpha inh 0.0, HSF1 inhib -2.2, HDAC3 inh 4.0, HSP90 refold inh 0.1 and PolyA inh inactive.
Screening O=C(CN(Cc1ccc(F)cc1)C(=O)CNS(=O)(=O)c1ccc(Cl)cc1)NCC1CCCO1 (centres undefined) returned HSF1 activator 3.5, AI-2 QS modul 20.5, Dyrk1A ADPGlo -0.9, Platelet DG rel -9.0, GSK3B inh -0.2, GSK3 alpha inh 0.6, HSF1 inhib 5.7, HDAC3 inh -0.6, HSP90 refold inh -3.2 and PolyA inh inactive.
For Cc1nc2nc(C)c(CCC(=O)N3CCOCC3)c(C)n2n1 the results were HSF1 activator 15.1, AI-2 QS modul 7.8, Dyrk1A ADPGlo 4.4, Platelet DG rel 8.3, GSK3B inh 4.5, GSK3 alpha inh -0.2, HSF1 inhib -2.6, HDAC3 inh 2.3, HSP90 refold inh 0.4 and PolyA inh inactive.
Screening Nc1nonc1C(=Nc1ccc(Br)cc1)NO returned HSF1 activator -26.2, AI-2 QS modul -3.4, Dyrk1A ADPGlo 1.8, Platelet DG rel 0.3, GSK3B inh 1.7, GSK3 alpha inh -1.3, HSF1 inhib -12.6, HDAC3 inh -10.6, HSP90 refold inh -1.2 and PolyA inh inactive.
Screening CCc1nc(N2CCN(CC(=O)NCC3CCCO3)CC2)c(C#N)c2c1COC(C)(C)C2 (centres undefined) returned HSF1 activator -1.2, AI-2 QS modul 12.9, Dyrk1A ADPGlo -5.8, Platelet DG rel 2.5, GSK3B inh 2.5, GSK3 alpha inh -1.6, HSF1 inhib -2.5, HDAC3 inh 3.1, HSP90 refold inh -0.7 and PolyA inh inactive.
For CCCc1nc2c([nH]1)C(c1cccnc1)C(C#N)=C(N)O2 (centres undefined) the results were HSF1 activator 5.6, AI-2 QS modul 7.7, Dyrk1A ADPGlo -5.9, Platelet DG rel 2.6, GSK3B inh 2.7, GSK3 alpha inh 1.9, HSF1 inhib 0.9, HDAC3 inh 7.0, HSP90 refold inh 3.4 and PolyA inh inactive.
`CC(=O)N1CCN(C(=S)c2ccc([N+](=O)[O-])cc2)CC1` gave HSF1 activator -8.7, AI-2 QS modul 19.5, Dyrk1A ADPGlo 2.2, Platelet DG rel 6.3, GSK3B inh -3.1, GSK3 alpha inh -1.2, HSF1 inhib -8.0, HDAC3 inh inconclusive, HSP90 refold inh 3.5 and PolyA inh inactive.
For COc1ccccc1NC(=O)CN1CCN(C(=O)c2ccco2)CC1 the results were HSF1 activator -4.5, AI-2 QS modul 11.8, Dyrk1A ADPGlo 0.1, Platelet DG rel -3.8, GSK3B inh 3.9, GSK3 alpha inh -0.4, HSF1 inhib 0.5, HDAC3 inh -0.4, HSP90 refold inh 1.6 and PolyA inh inactive.
Screening CC(=O)N1CCCc2cc(S(=O)(=O)N3CCCC(C(=O)N4CCN(c5cc(C)ccc5C)CC4)C3)ccc21 (centres undefined) returned HSF1 activator -9.6, AI-2 QS modul 14.8, Dyrk1A ADPGlo -1.5, Platelet DG rel -1.5, GSK3B inh 1.3, GSK3 alpha inh -2.2, HSF1 inhib -0.4, HDAC3 inh -2.5, HSP90 refold inh -0.5 and PolyA inh inactive.
CS(=O)(=O)c1cnc2c(-c3ccc(F)cc3)cnn2c1N was read as HSF1 activator 40.0, AI-2 QS modul 26.5, Dyrk1A ADPGlo 2.6, Platelet DG rel -2.1, GSK3B inh 1.7, GSK3 alpha inh -1.8, HSF1 inhib 19.1, HDAC3 inh -2.9, HSP90 refold inh -1.8 and PolyA inh inactive.
Screening O=C(Nc1ccc2c(c1)OCO2)C1CC(c2ccccc2O)=NO1 (centres undefined) returned HSF1 activator -35.5, AI-2 QS modul 18.7, Dyrk1A ADPGlo -6.2, Platelet DG rel 3.2, GSK3B inh 2.8, GSK3 alpha inh -2.3, HSF1 inhib -17.9, HDAC3 inh -4.5, HSP90 refold inh 4.2 and PolyA inh inactive.
For Cc1ccccc1C(=O)NC(=S)Nc1ccccc1N1CCCC1 the results were HSF1 activator 18.9, AI-2 QS modul 25.3, Dyrk1A ADPGlo 5.4, Platelet DG rel 1.5, GSK3B inh -3.2, GSK3 alpha inh 0.2, HSF1 inhib 5.8, HDAC3 inh -2.6, HSP90 refold inh 1.9 and PolyA inh inactive.
`COc1ccc(/C(O)=C2/C(=O)C(=O)N(c3ccccn3)C2c2ccc(C(C)C)cc2)cc1` (centres undefined) gave HSF1 activator 16.8, AI-2 QS modul 24.3, Dyrk1A ADPGlo -0.5, Platelet DG rel -2.7, GSK3B inh 0.4, HSF1 inhib 15.2, HSP90 refold inh -3.2 and PolyA inh inactive.
CCC(C)NC(=O)C1CCN(c2nc(OC)nc(OC)n2)CC1 (centres undefined) was read as HSF1 activator -0.3, AI-2 QS modul 7.0, Dyrk1A ADPGlo -2.0, Platelet DG rel -0.8, GSK3B inh -0.3, GSK3 alpha inh -0.5, HSF1 inhib 3.7, HDAC3 inh -2.6, HSP90 refold inh 0.3 and PolyA inh inactive.
